Bioassay records: PubChem BioAssay, National Center for Advancing Translational Sciences (NCATS)
FBPA coupling cs: coupling enzyme interference in Giardia aldolase counter-screen; coupling enzyme system counterscreen, AmpLite Red fluorescence; activity change, negative = inhibition, % at 58.2 µM, hits read low; 290,000 compounds, 0.67% hits; in the data active means activity change below about -30%; further: on the % scale 0 is the no-effect control and ±100 the full control effect
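Compounds tested against the coupling enzymes alone at 57.5 uM final; readout was AmpLite Red fluorescence (525/598 nm) after 20 min at RT.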
Giardia kill: Giardia lamblia killing; Giardia lamblia trophozoite viability; AID 540267; 340,000 compounds, 0.15% hits; activity change, % at 7.66 µM, hits read low; in the data active means activity change below about -80%; inconclusive means between about -30% and that limit;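 further: parasites exposed to compound for two days anaerobically before the ATP read; on the % scale 0 is the no-effect control and ±100 the full control effect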
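Luminescence from cellular ATP indicates surviving trophozoites (100 cells/well) following 48 hrs anaerobic compound treatment at 37 deg C; signal develops 15-30 min at room temperature.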
ASM inhibitor: human S-ASM enzyme inhibition. Potency, µM (doses to about 57.5 µM), without a hit: at the highest dose activity change, negative = inhibition, actives largely listed as inhibitors. 340,000 compounds, 0.006% hits. AID 504937. P17405. placental ASM, HMU-PC fluorogenic substrate, 60 min; further: potency means the concentration at half of the fitted maximal effect
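qHTS format. ASM enzyme prepared from human placenta hydrolyses the fluorogenic substrate HMU-PC0 (9 uM final) over 60 min at 37 °C after a 10 min compound preincubation.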
Menin MLL FP TR: menin-MLL binding inhibition, Texas Red mutant peptide | O00255 | Menin + Texas Red MLL mutant peptide, fluorescence polarization | Potency, µM (titrated, usually from 61.6 µM), without a hit: top-dose FP activity change, negative = inhibition, actives largely listed as inhibitors | 270,000 compounds, 0.23% hits; active means well fitted inhibition curve with a large enough effect in the polarisation, with a control signal flat, not every such curve was filed as active; inconclusive means small, poorly fitted or top-dose-only effect, or effect the other way, or a change in a side signal; inactive means no such curve, though single readings can be large or run the other way; the % refers to the polarisation; further: potency means the concentration at half of the fitted maximal effect; % of control where 0% means no effect; many of its hits are not listed in these tables
Integrin act MD: integrin-mediated muscular dystrophy alleviation activation; Potency, µM (series often up to 38.3 µM), without a hit: at the highest dose activation, actives largely listed as activators; AID 624291; alpha7betagal myoblasts, beta-gal FDG fluorescence, 48 h; 350,000 compounds, 0.064% hits;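 further: potency means the concentration at half of the fitted maximal effect; 100% = response of the positive control SU9516; nearly all actives have a fitted effect of over 60% in size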
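Alpha7betagal+/- myoblasts (passage 13) were plated 16-24 hr, then exposed to compounds (1:260 dilution of DMSO stock) for 48 hours at 37C. After MPER lysis, β-galactosidase reporter activity was read as FDG fluorescence (ex 480/em 540) after 30 minutes.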
PKM2 act: activators of human pyruvate kinase M2. P14618. purified PKM2, Kinase-Glo ATP luminescence, activation; response scale: 0% is enzyme alone, no compound. Potency, µM (series often up to 57.5 µM), for inactives: top-dose activation, hits mostly activators. 260,000 compounds, 0.34% hits; further: potency means the concentration at half of the fitted maximal effect; on the % scale 0 is the no-effect control and ±100 the full control effect; nearly all actives have a fitted effect of over 55% in size
Target sequence (P14618 whole entry, looked up): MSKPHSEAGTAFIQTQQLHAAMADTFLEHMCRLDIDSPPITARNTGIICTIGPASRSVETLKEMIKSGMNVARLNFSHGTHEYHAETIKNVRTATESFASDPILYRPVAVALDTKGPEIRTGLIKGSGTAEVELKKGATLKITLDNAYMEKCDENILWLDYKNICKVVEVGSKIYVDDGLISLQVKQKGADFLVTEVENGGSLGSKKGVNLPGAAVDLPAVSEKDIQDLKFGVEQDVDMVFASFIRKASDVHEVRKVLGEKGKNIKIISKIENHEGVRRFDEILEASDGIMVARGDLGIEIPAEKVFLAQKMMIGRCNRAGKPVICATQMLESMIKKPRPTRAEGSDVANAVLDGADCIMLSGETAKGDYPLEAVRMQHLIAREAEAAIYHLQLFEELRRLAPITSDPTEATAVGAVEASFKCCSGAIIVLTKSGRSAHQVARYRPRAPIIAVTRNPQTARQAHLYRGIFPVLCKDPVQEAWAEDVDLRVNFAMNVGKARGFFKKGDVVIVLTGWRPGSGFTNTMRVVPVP
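hPK-M2, >95% pure; 0.1 mM ADP / 0.5 mM PEP final; imidazole pH7.2 buffer w/ 7 mM MgCl2, 50 mM KCl; 1 h RT; Kinase-Glo lum. Intermediate enzyme activity for dual inhibitor/activator qHTS.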
B2AR arrestin: beta2AR (human) beta-arrestin recruitment activity. beta-arrestin recruitment to beta2AR, cell-based reporter. P07550. Potency, µM (series often up to 46.1 µM), without a hit: at the top dose activation, usual class: activators. 330,000 compounds, 0.02% hits;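 further: potency means the concentration at half of the fitted maximal effect; 0% = DMSO controls and full agonism = EC100 isoproterenol or metaproterenol; nearly all actives have a fitted effect of over 65% in size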
Tb PFK inh: blocks T. brucei phosphofructokinase; O15648; T. brucei PFK, ADP-Glo luminescence; Potency, µM (doses to about 57.5 µM), for the others: at the top dose activity, negative = inhibition, hits mostly inhibitors; 330,000 compounds, 0.17% hits; AID 485367;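 further: potency means the concentration at half of the fitted maximal effect; 0% = uninhibited 1x PFK enzyme wells and -100% = no-enzyme wells; nearly all actives have a fitted effect of over 60% in size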
Target sequence (O15648 whole entry, looked up): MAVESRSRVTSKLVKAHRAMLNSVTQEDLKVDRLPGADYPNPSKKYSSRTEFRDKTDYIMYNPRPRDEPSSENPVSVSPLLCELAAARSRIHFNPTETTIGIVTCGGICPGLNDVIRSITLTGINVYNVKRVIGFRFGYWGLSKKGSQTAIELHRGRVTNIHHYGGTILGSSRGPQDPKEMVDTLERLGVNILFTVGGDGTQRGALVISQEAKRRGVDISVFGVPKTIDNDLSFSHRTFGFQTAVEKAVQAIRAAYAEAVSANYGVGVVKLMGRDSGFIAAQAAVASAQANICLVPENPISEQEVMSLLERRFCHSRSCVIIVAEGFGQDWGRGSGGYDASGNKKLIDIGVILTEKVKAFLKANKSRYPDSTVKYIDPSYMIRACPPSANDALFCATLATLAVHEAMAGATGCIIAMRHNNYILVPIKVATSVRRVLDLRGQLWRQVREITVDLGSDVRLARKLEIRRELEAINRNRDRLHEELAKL
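ADP-Glo luminescence quantified ADP after 45 min at room temperature, with 1.25 nM T. brucei PFK, 0.1 mM ATP and 0.5 mM fructose-6-phosphate in pH 8.0 TEA buffer. qHTS titrations up to 57 µM; curves classified by quality.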
GALK inh: inhibitors of human galactokinase. P51570. Purified GALK, Kinase-Glo residual ATP luminescence. Potency, µM (highest dose often 57.5 µM), without a hit: at the top dose activity change, negative = inhibition, actives largely listed as inhibitors. 270,000 compounds, 0.007% hits; further: potency means the concentration at half of the fitted maximal effect; on the % scale 0 is the no-effect control and ±100 the full control effect
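ATP-depletion format; final 35 uM ATP, 100 uM D-galactose, 5 nM enzyme; pH 8.0 HEPES/Mg2+ buffer; 60 min RT; luminescence read 10 min after detection reagent.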
TSG101-PTAP inh: blocks PTAP/TSG101 interaction to inhibit HIV-1 budding | Potency, µM (titrated, usually from 115 µM), for inactives: at the highest dose activity change, negative = inhibition, usual class: inhibitors | 340,000 tested, under 10 active | Q99816 | Fluorescence polarization, FITC-PTAP peptide / Tsg101 binding; active means well fitted inhibition curve with a large enough effect in the main read-out, with a control signal flat, not every such curve was filed as active; inconclusive means small, poorly fitted or top-dose-only effect, or effect the other way, or a change in a side signal; inactive means no such curve, though single readings can be large or run the other way; further: potency means the concentration at half of the fitted maximal effect; % of control where 0% means no effect
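FP read-out: FITC-PTAP peptide, 50 nM final, binding Tsg101 binding domain, 10 uM final; 20 min, r.t.; 10 mM HEPES pH 7.5, 0.15 M NaCl, 0.01% Tween 20, 3 mM EDTA, 0.1 mM TCEP.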
BCR signal inh: blocks chronic active B-cell receptor signaling | ABC-DLBCL IkBa-CBG/CBR reporter, luminescence ratio, 4 h | Potency, µM (top dose mostly 46.1 µM), without a hit: at the top dose ratio change, negative = lower green/red ratio, hits mostly inhibitors | 340,000 compounds, 0.05% hits | AID 493014; active means well fitted inhibition curve with a large enough effect in the signal ratio, with a control signal flat, not every such curve was filed as active; inconclusive means small, poorly fitted or top-dose-only effect, or effect the other way, or a change in a side signal; the % refers to the signal ratio;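 further: potency means the concentration at half of the fitted maximal effect; plate controls were basal doxycycline-induced cells for no effect and cells given 10 µM MG132 for full effect; MG132 reads +100%, hits lower the ratio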
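TMD8 human ABC-DLBCL cells with doxycycline-inducible IκBα–green luciferase fusion and unfused red luciferase, in 0.5% FBS medium; compounds up to 46 uM, 4 h at 37C. Green/red luminescence ratio, filter-overlap corrected, fitted to concentration-response curves.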
* = called active by the depositor; ? = inconclusive; / = no result given; [ ] = dose if it differs, or a comment. Unless noted, the call rests on the fitted dose curve; in most records, active means well fitted curve in the direction sought with a large enough effect; inconclusive means small, poorly fitted or top-dose-only effect, or another doubt; inactive means no such curve, though single readings can be large; an effect the other way counts as inactive or inconclusive. The list is partial; count on the stated rates, not on these rows.

SMILES | FBPA coupling cs | Giardia kill | ASM inhibitor | Menin MLL FP TR | Integrin act MD | PKM2 act | B2AR arrestin | Tb PFK inh | GALK inh | TSG101-PTAP inh | BCR signal inh
Cc1ccc(CN2CCN(/N=C/c3cccs3)CC2)cc1 | 0 | -16 | 5% | 3% | 19% | 1% | -0.1% | -1% | 0% | 1% | 4%
N#CCc1ccc(NC(=O)c2ccc(S(=O)(=O)N3CCOCC3)cc2)cc1 | / | -5 | -1% | / | 17% | -7% | -0.1% | 0% | -2% | 0% | -6%
Cc1cc(=O)oc2cc(OCC(=O)OCC(=O)Nc3ccc(C(N)=O)cc3)ccc12 | 4 | ? | 59%[activator] | / | 13% | 2% | -0.7% | 2% | -1% | -1% | ?
COc1cc(C(=O)NCC(=O)N2CCN(S(=O)(=O)c3cc(C)ccc3C)CC2)cc(OC)c1OC | / | -25 | -3% | / | -22% | ? | -0.4% | 0% | -4% | -4% | ?
CCC(C)NCCCOc1ccc(Cl)cc1C(C)(C)C (stereo not drawn) | -2 | 2 | 4% | -5% | -21% | -10% | 0.2% | -5% | 0% | -5% | -9%
COc1ccc(-c2c3c(nc4sc5c(Cl)nc(C)nc5c24)CCC3)cc1 | 3 | -4 | 0% | -5% | 15% | 0% | 0.1% | -1% | 1% | -3% | 7%
COc1ccc2c(C)cc(N3CCN(c4ccc(F)cc4)CC3)nc2c1 | -2 | 4 | -7% | 3% | ? | -1% | 0.3% | 3% | -2% | 0% | ?
CCn1cc(CNCc2cn[nH]c2-c2cc3ccccc3o2)cn1 | -3 | 12 | 0% | ? | -30% | 8% | -0.7% | 8% | 0% | 0% | -2%
Cc1ccc(S(=O)(=O)NCCn2c(C)cc3ccccc32)cc1 | -3 | / | / | 28µM* | / | 9% | 0.3% | 0% | -6% | / | -2%
Cc1ccc(C(=O)NNC(=O)c2cccc(S(=O)(=O)N3CCOCC3)c2)cc1 | / | -15 | -1% | / | 15% | / | 0.1% | -1% | / | -7% | 1%
Cc1c(OCC(=O)NCC2CCC(C(=O)O)CC2)ccc2c3c(c(=O)oc12)CCC3 (stereo not drawn) | -2 | 5 | 23% | -10% | 33% | 2% | -0.6% | 0% | / | -4% | 1%
O=[N+]([O-])c1ccc(Cl)c(NC(=S)N2CCCC2)c1 | -5 | -4 | -2% | 0% | 10% | 6% | -0.3% | -2% | 12% | -1% | -8%
COc1ccccc1NS(=O)(=O)c1ccc2[nH]c(=O)[nH]c2c1 | 1 | -17 | -1% | -2% | 13% | 3% | -0.1% | -1% | -7% | -1% | 3%
COc1ccc(NC2CCCN(C(=O)c3cn(C)c4ccccc34)C2)cc1 (stereo not drawn) | 0 | 17 | -1% | -8% | 3% | / | 0.2% | 0% | 0% | -2% | 0%
Cc1ccc(OCC(=O)N2c3ccccc3CC2C)c([N+](=O)[O-])n1 (stereo not drawn) | 1 | -10 | 6% | 4% | -4% | -3% | -0.1% | 3% | 5% | -4% | -4%
COc1ccc(Oc2nc3ccccc3n(C)c2=O)cc1 | 0 | -4 | -2% | -8% | 18% | -12% | 0.1% | -2% | 3% | -2% | ?
Cc1onc(-c2c(Cl)cccc2Cl)c1C(=O)NN1CCCCCC1 | 2 | -8 | 0% | / | 4% | 5% | -0.6% | 2% | -1% | -4% | 1%
CCNS(=O)(=O)c1ccc(C(=O)OCC(=O)N2CCCc3ccccc32)cc1 | / | 6 | 5% | / | -6% | / | 0.2% | 0% | / | -5% | ?
CCC1(c2ccccc2)NC(=O)N(CC(=O)NCc2ccccc2OC)C1=O (stereo not drawn) | 0 | 9 | 1%[11.5 µM] | -6% | -8% | 2% | -1.1% | 0% | -3% | -2% | 0%
CC(=O)O[C@H]1[C@H](O)[C@H](Oc2c(O)c(C)c3c4c2[C@@H](C)CC[C@@H]4[C@@H](C)C[C@H]3C=C(C)C)O[C@@H](C)[C@H]1O | / | 15 | -25% | / | -47%[inhibitor] | / | -0.5% | -1% | / | ? | ?

Arranged by the number under Tb PFK inh (high to low): three of the compounds above
Compound,Tb PFK inh
Cc1ccc(OCC(=O)N2c3ccccc3CC2C)c([N+](=O)[O-])n1 (stereo not drawn),3%
COc1ccc(NC2CCCN(C(=O)c3cn(C)c4ccccc34)C2)cc1 (stereo not drawn),0%
COc1ccc(-c2c3c(nc4sc5c(Cl)nc(C)nc5c24)CCC3)cc1,-1%

(continued)
SMILES | FBPA coupling cs | Giardia kill | ASM inhibitor | Menin MLL FP TR | Integrin act MD | PKM2 act | B2AR arrestin | Tb PFK inh | GALK inh | TSG101-PTAP inh | BCR signal inh
CC(C)(c1ccccc1)c1ccc(OCC2CO2)cc1 (stereo not drawn) | 1 | -15 | -2% | ? | -10% | / | -0.1% | 0% | -2% | -2% | -12%
CC(=O)Nc1ccc(NC(=O)c2nc(S(=O)(=O)Cc3cccc(C)c3)ncc2Cl)cc1 | / | -12 | -6% | / | -73%[inhibitor] | / | -0.2% | -3% | -5% | 11% | ?
Cc1ccc(-c2nc(S(=O)(=O)c3ccc(C)cc3)c(SCC(=O)NCC3CCCO3)o2)cc1 (stereo not drawn) | -6 | 8 | -3% | -10% | 0% | -2% | 0.3% | -2% | -4% | -1% | 18%
CCOC(=O)Cn1cnc2c(nnn2-c2cccc(Cl)c2)c1=O | 0 | 3 | -1% | 4% | -1% | / | 0.8% | -5% | 0% | -1% | ?
Cc1noc(NS(=O)(=O)c2ccc(NC(=O)CSc3nc4c(cc3C#N)CCCC4)cc2)c1C | 19 | -22 | 24% | 6%[11.7 µM] | 6% | 8% | 0.1% | 0% | 2% | 0% | ?
COCCNC(=S)Nc1ccc(S(=O)(=O)Nc2ncccn2)cc1 | 11 | 3 | 9% | -13% | 33% | ? | -0.3% | -2% | -1% | 0% | 1%
OCCCc1nc2n(n1)C(c1ccccc1)C=C(c1ccccc1)N2 (stereo not drawn) | -2 | ? | 155%[activator] | -3% | 15% | 1% | 0.1% | -1% | 0% | -12% | ?
CCc1nnc(NC(=O)CSc2nnc3c(C)cc4c(C)ccc(C)c4n23)s1 | 1 | -13 | 5% | -5% | -8% | -4% | 0.4% | -4% | -1% | -3% | ?
CCc1ccccc1NC(=O)CN(C)S(=O)(=O)c1ccc2c(c1)c(=O)n(C)c(=O)n2C | 3 | 16 | 0% | -6% | 14% | -3% | -0.2% | 4% | 2% | -1% | -10%
COc1ccc(S(=O)(=O)N2CCCCCC2)cc1C(=O)N(C)Cc1ccc(C(C)(C)C)cc1 | / | -2 | -6% | / | -49%[inhibitor] | / | 0.1% | -3% | 1% | 0% | -1%
Cc1ccc(C)c(C(=O)CCC(=O)OCn2nnc3ccccc3c2=O)c1 | / | -6 | -3% | / | -16% | / | 0.4% | 1% | / | -3% | ?
CC1(C)C(=O)C2(CCCCC2)C(=O)OC1c1cccc([N+](=O)[O-])c1 (stereo not drawn) | 0 | -3 | -4% | 3% | ? | -4% | -0.3% | 12% | 3% | -1% | -8%
CCOc1cc(C(=O)Nc2cccc(C(C)=O)c2)ccc1OCC(=O)N1CCCCC1 | -1 | 8 | 3% | -15% | -20% | -2% | -0.1% | 6% | -1% | -2% | -1%
Cc1ccc(NC(=O)C(C)Sc2nnc3ccccn23)cc1 (stereo not drawn) | / | -19 | 13% | / | 28% | / | 5.5% | -1% | / | -4% | ?
Cc1onc(-c2c(Cl)cccc2Cl)c1C(=O)Nc1ccc(C(N)=O)cc1 | 3 | 11 | -1% | 20% | 4% | 5% | -0.1% | 4% | -2% | 1% | 6%

In a second layout: entries from further up.
| compound | FBPA coupling cs | Giardia kill | ASM inhibitor | Menin MLL FP TR | Integrin act MD | PKM2 act | B2AR arrestin | Tb PFK inh | GALK inh | TSG101-PTAP inh | BCR signal inh |
| --- | --- | --- | --- | --- | --- | --- | --- | --- | --- | --- | --- |
| CCc1ccccc1NC(=O)CN(C)S(=O)(=O)c1ccc2c(c1)c(=O)n(C)c(=O)n2C | 3 | 16 | 0% | -6% | 14% | -3% | -0.2% | 4% | 2% | -1% | -10% |
| COc1ccc(S(=O)(=O)N2CCCCCC2)cc1C(=O)N(C)Cc1ccc(C(C)(C)C)cc1 | / | -2 | -6% | / | -49%[inhibitor] | / | 0.1% | -3% | 1% | 0% | -1% |
